ATXN viability = viability counter-screen for ATXN expression inhibitors. Potency, µM (doses to about 56.7 µM), usual class: cytotoxic. S2 cells (HEK-293 line with an ATXN2-luciferase reporter) viability, CellTiter-Fluor protease fluorescence, 24 h. hit rate 0.49% among 400,000; further: potency means the concentration at half of the fitted maximal effect; nearly all actives have a fitted effect of over 40% in size
TGFb inhibitor = inhibitors of TGF-b signaling; AID 588855; hit rate 1.2% among 410,000; Potency, µM (doses to about 46.1 µM), for the others: top-dose activity, negative = inhibition, actives largely listed as inhibitors; HepG2 CAGA-GFP TGF-b/SMAD3 reporter, GFP fluorescence, 18 h; TGF-beta stimulated, 500 pg/mL final; further: potency means the concentration at half of the fitted maximal effect; on the % scale 0 is the no-effect control and ±100 the full control effect; nearly all actives have a fitted effect of over 65% in size
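Per well, imaged GFP fluorescence of HEPG2 CAGA-GFP cells gives the signal; cells get compound, then TGF-beta (500 pg/mL final), 18 h at 37 degrees C; %Activity versus -TGF-beta and +DMSO controls.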
MmCpn inh = blocks the Methanococcus maripaludis chaperonin Mm-Cpn; Potency, µM (doses to about 76.9 µM), for inactives: top-dose activity, negative = inhibition, most hits filed as inhibitors; hit rate 0.031% among 330,000; purified Mm-Cpn ATPase, ADP Transcreener TR-FRET; further: potency means the concentration at half of the fitted maximal effect; on the % scale 0 is the no-effect control and ±100 the full control effect; nearly all actives have a fitted effect of over 80% in size
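Inhibition of chaperonin ATP hydrolysis is measured as reduced ADP production, detected by competitive TR-FRET in which signal falls with ADP. Final enzyme 25 nM and ATP 10 uM, reacted 30 min at 37°C.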
Nrf2 ARE act = activators of Nrf2 (ARE) signaling; AREc32 ARE-luciferase reporter (MCF7-derived line), luminescence, 24 h; AID 624171; Potency, µM (titrated, usually from 46.1 µM), for the others: at the highest dose activation, hits mostly activators; hit rate 0.31% among 410,000; further: potency means the concentration at half of the fitted maximal effect; % of control where 0% means no effect; nearly all actives have a fitted effect of over 65% in size
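Reporter line AREc32 (ARE-Fluc), seeded overnight in OPTI-MEM with 5% FBS; compound pin-transferred, 24 hr at 37 deg C, 5% CO2; luminescent read-out.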
HepG2 viability = HepG2 cytotoxicity, counter-screen for TGF-b inhibitors. HepG2 CAGA-GFP viability, ATP luminescence, 18 h. Potency, µM (titrated, usually from 46.1 µM), inactives show top-dose activity change, negative = cytotoxicity, most hits filed as cytotoxic. hit rate 0.76% among 410,000; further: potency means the concentration at half of the fitted maximal effect; some results filed as inactive show a strong effect at the top dose
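HepG2 CAGA-GFP cells (1000/well, DMEM with 1% FBS) received compound, then TGF-beta at 500 pg/mL final, and were incubated 18 hours at 37 degrees C. Viability was read by CellTiter-Glo luminescence. Media-only wells were set as complete cell-killing and DMSO as no toxicity.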
Akt phos inh = blocks phosphorylation of Akt | activity change, % for hits at 50 µM | Neuro2A IGF-stimulated pAkt S473 HTRF, 20 min; hits give low values | AID 651550 | hit rate 0.32% among 360,000; in the data active means activity change below about -80%; inconclusive means mostly about -51% to -80%; further: on the % scale 0 is the no-effect control and ±100 the full control effect
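Single-point screen (50 µM final compound) in Neuro2A cells stimulated 20 min with 6 nM IGF at 37 deg C. After lysis, Ser473-phosphorylated Akt read by HTRF (ex 330 nm, em 615/665 nm) as the 665/615 ratio.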
A549 viability = A549 cytotoxicity, counter-screen for Nrf2 inhibitors | Potency, µM (highest dose often 46 µM), for inactives: top-dose activity change, negative = cytotoxicity, most hits filed as inhibitors | hit rate 0.16% among 390,000 | A549 ARE-Fluc cells, CellTiter-Fluor viability, 18-24 h | AID 504648; further: potency means the concentration at half of the fitted maximal effect; on the % scale 0 is the no-effect control and ±100 the full control effect
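A549 ARE-Fluc cells in 5% FBS OPTI-MEM, 5000 cells/well, rested 2 h then exposed to compounds in concentration-response for 18-24 h at 37 °C. Viability by CellTiter-Fluor fluorescence (Ex 405/Em 525) after 30 min; luciferase luminescence (BugLite, 15 min, RT) read afterwards.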
CCT modulator = cytosolic chaperonin activity modulation; purified chaperonin ATPase assay, HTRF ADP detection, 30 min; activity change, % (concentration not given with the values), hits read low; hit rate 0.3% among 360,000; in the data active means activity change below about -30%; further: on the % scale 0 is the no-effect control and ±100 the full control effect
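Nucleotide hydrolysis assay: TRiC at 20–40 nM final (set by batch activity) with 10 uM ATP, 30 min at 37 °C, in presence of 76 uM compound. Detection by competitive ADP HTRF, 30 min ambient.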
Nrf2 block = inhibitors of Nrf2 signaling; Potency, µM (titrated, usually from 46 µM), inactives show top-dose activity change, negative = inhibition, hits mostly inhibitors; A549 ARE-Fluc reporter, luciferase luminescence, 18-24 h; AID 504444; hit rate 2.1% among 360,000; further: potency means the concentration at half of the fitted maximal effect; on the % scale 0 is the no-effect control and ±100 the full control effect; nearly all actives have a fitted effect of over 60% in size
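A549 ARE_Fluc cells (5000/well, 5% FBS OPTI-MEM) pre-incubated 2 h, then treated with compounds 18-24 h at 37C/5% CO2 in concentration-response. CellTiter-Fluor viability read first; BugLite luciferase luminescence after 15 min at room temperature gives Nrf2 activity.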
* hit, by the source's call; i = inactive; u = inconclusive; x = no result given; [ ] = dose if it differs, or a comment. Unless noted, the call rests on the fitted dose curve; in most records, active means well fitted curve in the direction sought with a large enough effect; inconclusive means small, poorly fitted or top-dose-only effect, or another doubt; inactive means no such curve, though single readings can be large; an effect the other way counts as inactive or inconclusive.

SMILES | ATXN viability | TGFb inhibitor | MmCpn inh | Nrf2 ARE act | HepG2 viability | Akt phos inh | A549 viability | CCT modulator | Nrf2 block
C/C(=N\NC(=O)c1cc(-c2cccc([N+](=O)[O-])c2)n[nH]1)c1ccccc1O | i | u | -4.9% | -1.2% | -32.1% | i | u | 0.7 | 9.2µM*
C=CCn1c(=O)/c(=C/c2cc(OC)c(OC)c(OC)c2)s/c1=C(/C#N)c1nc2ccccc2n1C | i | 11.5% | 0.6% | -0.3% | -22.1% | i | -4.0% | -3.4 | u
COc1cc(/C=N\NC(=O)c2ccc(C)nc2)ccc1OC(=O)c1ccc2c(c1)OCO2 | i | 31.5%[activator] | -0.5% | 0.2% | 26.0% | i | -1.4% | -0.6 | -23.6%
CN1CCN(C(=O)C23CC4CC(C)(CC(C)(C4)C2)C3)CC1 | i | 0.0% | 0.2% | 0.1% | -27.2% | i | 0.2% | -0.4 | 11.2%
O=C(/C=C/c1cccc(Cl)c1)c1ccc([N+](=O)[O-])o1 | 8.91µM* | 3.55µM* | -2.7% | -2.6% | 12.6µM* | i | u | -1.2 | u
CCC(C)c1ccccc1N1CC(C(=O)Nc2cc(S(=O)(=O)N3CCOCC3)ccc2OC)CC1=O (stereo unspecified) | i | 3.8% | x | -0.4% | 13.2% | i | 2.7% | -0.2 | 1.1%
Cc1ccccc1CCNC(=O)c1ccc2c(c1)nc1n2CCC(C)C1 (stereo unspecified) | x | 0.0% | x | 1.5% | -9.7% | x | 8.5% | x | x
CC(C)OCCCNC(=O)Cc1ccc(F)cc1 | i | 11.8% | -0.4% | -0.2% | 18.3% | i | 2.1% | -3.9 | 3.2%
CC(=O)Nc1c(O)nc(C)[nH]c1=O | i | 5.3% | 3.4% | -0.8% | -11.3% | i | -5.8% | -1.0 | 0.8%
COc1ccc(-n2c(SCC#N)nnc2-c2ccc(NS(=O)(=O)c3ccc(C)cc3)cc2)cc1 | i | -14.5% | -0.6% | 1.9% | -0.9% | i | -17.7% | 1.1 | 10.3µM*
O=S(=O)(c1ccc(Cl)cc1)N1CCNCC1 | i | 21.6% | -1.8% | -0.9% | 7.8% | i | 7.0% | -1.2 | 9.7%
O=C(CC(c1ccccc1)c1ccccc1)Nc1ccncc1 | i | u | 0.6% | -0.1% | -19.1% | i | -29.5% | -1.3 | u
Cc1nn(C)c2c1c(C(F)(F)F)cc(=O)n2C(C)C(=O)Nc1ccccc1F (stereo unspecified) | i | -6.3% | x | 0.0% | -11.5% | x | 18.1% | x | u
COc1ccccc1C(=O)COC(=O)C(CCSC)NC(=O)COc1ccccc1 (stereo unspecified) | i | -5.7% | -1.3% | 0.5% | 1.5% | i | -2.4% | -0.8 | 7.5%
CCCCCCC(=O)Nc1nc(C)c(-c2csc(Nc3cc(OC)ccc3OC)n2)s1 | i | -2.2% | -21.6% | -0.8% | 6.0% | i | -6.0% | -5.7 | 4.0%
COc1ccc(-c2nnc3n(CCc4ccccc4)c(=O)c4ccccc4n23)cc1OC | i | -7.8% | 1.9% | 1.9% | 11.9% | i | 17.0% | 0.5 | 2.9%
Cc1cccc(NC(=O)c2ccco2)c1C(=O)O | i | -25.2% | 0.7% | 0.1% | 15.3% | i | -6.3% | 0.1 | -4.5%
COC(=O)c1ccsc1NC(=O)CSc1nnnn1-c1ccccc1SC | i | 29.6% | -18.6% | 3.7% | -43.7% | i | -19.7% | -0.1 | 20.6µM*
CC(=O)Nc1ccc(S(=O)(=O)NNC(=O)c2cccc([N+](=O)[O-])c2)cc1 | i | 4.0% | -0.5% | 0.3% | -23.2% | i | 19.7% | -3.8 | 1.1%
CC(C)(C)C(=O)NC(=S)NNC(=O)c1ccc(-c2ccccc2)cc1 | u | 10µM* | 1.4% | -1.7% | -51.5% | i | u | 1.7 | 2.91µM*
Cc1ccc(NC(=O)CN2C(=O)CSC2=O)cc1 | i | 23.3% | 0.3% | 0.3% | 16.9% | i | -20.3% | -1.2 | -15.4%
NC(=O)c1sc2nc(-c3cccnc3)ccc2c1N | i | 2.1% | -9.4% | 0.0% | -2.6% | i | 0.6% | -1.1 | 6.3%
CC(C)CCNC(=O)CN(C(=O)Cn1nnc(-c2ccccc2F)n1)c1cccc2c1CCCC2 | x | -4.7% | 1.2% | 0.3% | -2.2% | x | -8.1% | 1.9 | -6.7%
Cc1ccc(/C=C2\S/C(=N/S(=O)(=O)c3cccs3)NC2=O)cc1 | i | 11.1% | -2.6% | 0.3% | 2.8% | i | 0.6% | 3.3 | 7.3%
COCCCNC(=S)N1CCN(c2ccccc2)CC1 | i | -22.9% | -1.0% | -0.5% | -0.4% | i | -4.5% | 1.5 | -8.8%
COCCNC(=O)C(c1ccc(F)cc1)N(Cc1ccccc1)C(=O)CCC(=O)Nc1nccs1 (stereo unspecified) | u | -30.0% | -2.9% | 0.5% | -5.9% | i | -9.7% | -1.7 | 9.4%
COc1ccc2oc(=O)c(C(=O)N3CCN(c4ccccc4)CC3)cc2c1 | i | 2.3% | -1.3% | -0.9% | -4.4% | i | -13.0% | -4.6 | -17.7%
O=C1c2ccccc2S(=O)(=O)N1CC1CC(c2ccccc2)=NO1 (stereo unspecified) | i | 6.3% | 0.3% | 3.6% | -15.9% | x | -0.9% | 3.4 | u
COc1ccccc1C(=O)Nc1cc2c(cc1N1CCCCC1)n(C)c(=O)n2C | i | -19.2% | x | 0.8% | -10.7% | x | 1.9% | x | -7.6%
CC1CCCN(CCCNC(=O)c2ccc(NC(=O)C3=CSCCO3)cc2)C1 (stereo unspecified) | i | 2.5% | -6.9% | 3.2% | -3.4% | i | -1.9% | 0.1 | 12.0%
O=C(O)c1cccc(COCC(F)(F)C(F)F)c1 | i | u | -0.8% | -0.8% | -8.5% | i | -5.0% | -0.4 | 27.6%
Cc1ccc(C)c(NC(=O)CCn2nc(C)c3c(C)n(-c4ccccc4)nc3c2=O)c1 | i | 3.1% | x | 0.0% | -13.1% | x | 1.7% | x | -9.6%
Cc1nc(-c2ccccc2)sc1CCNC(=O)C(=O)Nc1ccc(F)c(Cl)c1 | i | 10.7% | x | -0.5% | 5.9% | x | 1.6% | x | x
COCC1CCCCN1Cc1cn[nH]c1-c1ccc2cc(OC)ccc2c1 (stereo unspecified) | i | 24.4% | -1.2% | 5.5% | 5.2% | i | u | -3.0 | 24.2%
CCOC(=O)[C@H]1[C@H]2COc3ccc(Br)cc3[C@@H]2N2C(=O)CN(Cc3ccc(F)cc3)C(=O)[C@@]12C | u | u | -0.8% | -0.6% | -4.2% | i | -2.7% | 0.7 | 1.7%
CC1(C)Cc2nc3sc(C(=O)NCCCO)c(N)c3cc2CO1 | i | -14.0% | -7.8% | 5.3% | -8.9% | i | 4.2% | 0.4 | 14.8%
Cc1cccc[n+]1C1C(c2ccc([N+](=O)[O-])cc2)C(C#N)=C(C(=C=[N-])C#N)NC1(O)C1CC1 (stereo unspecified) | i | -10.5% | -1.1% | -0.9% | 1.1% | i | -5.7% | -0.5 | 5.5%
O=C(NC(=S)N(Cc1ccccc1)c1ccccn1)C1CCCCC1 | u | 4.9% | 0.6% | 0.3% | 2.4% | i | -2.2% | 0.0 | 2.3%
COc1cc(CN2CCc3c([nH]c4ccccc34)C2)cc(OC)c1 | i | 16.6% | -0.7% | 5.0% | -36.2% | i | 2.3% | -1.3 | -4.5%
N#CCCn1c(SCC(=O)N2CCN(S(=O)(=O)c3ccccc3)CC2)nc2ccccc21 | i | 10.8% | u | -0.7% | -15.5% | i | 13.2% | -1.6 | 0.6%
CCCCn1c(=O)[nH]c(=O)c2c1nc(-c1ccc(OCCC)c(OCC)c1)n2C | i | -0.7% | 0.2% | -0.6% | -11.8% | i | 8.1% | 0.3 | -5.6%
Cc1cc2ccccc2n1CCNC(=O)Cc1cccc2ccccc12 | i | -4.9% | u | -0.7% | -36.6% | i | 0.0% | 0.1 | 0.0%
COC(=O)c1sccc1NC(=O)c1ccc(C(C)C)cc1 | i | 29.8% | -2.0% | 24.3% | -17.0% | i | 18.5% | -8.0 | u
Cc1oc(-c2cccs2)nc1CN1CCN(CCC(C)C)C(CCO)C1 (stereo unspecified) | i | 0.0% | 1.4% | 4.3% | -4.8% | i | -6.8% | -28.5 | u
CCOC(=O)C1=C(COC(=O)[C@H](C)NS(=O)(=O)c2ccccc2F)NC(=O)NC1C (stereo partly specified) | u | 0.2% | -1.8% | -0.1% | 1.2% | i | -0.2% | -0.9 | 10.2%
O=C(Nc1cc(Br)c(O)c(Br)c1)c1cccc(NC(=O)c2ccco2)c1 | i | -2.8% | -1.1% | 27.6% | -23.1% | i | -3.0% | -2.8 | -20.9%
Cc1ccc(S(=O)(=O)N2CCN(C(=O)CCC(=O)NCCc3ccc(S(N)(=O)=O)cc3)CC2)c(C)c1 | i | 2.5% | -1.0% | -0.9% | 3.7% | i | -7.7% | -4.1 | 16.8%
CC12CC3(C)CC(C)(C1)CC(C(=O)NC(=S)N1CCCC1)(C2)C3 | i | 0.6% | 0.8% | -0.1% | 1.3% | i | -1.2% | -0.9 | 9.5%
CCOC(=O)C1CC(c2ccccc2)=NN1c1ccccc1 (stereo unspecified) | u | 4.5% | x | 4.0% | 8.6% | i | x | 0.8 | x
Cc1cccc2cc(C(c3nnnn3C(C)(C)C)N(Cc3ccco3)CC3CCCO3)c(=O)[nH]c12 (stereo unspecified) | i | 0.0% | -3.9% | 2.2% | -27.6% | i | -14.0% | -1.7 | -24.6%

Source: PubChem (National Center for Advancing Translational Sciences (NCATS))
